Screens: PubChem BioAssay, The Scripps Research Institute Molecular Screening Center
V1R ag counter = activates human V1a receptor in oxytocin agonist counter-screen | P37288 | CHO-V1R cells, Fluo-8 calcium fluorescence, agonist mode; 0% DMSO, 100% 3 nM vasopressin | activation, % at 3 µM | 0.25% of 320,000 active;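 active = activation above the mean activation of all tested compounds plus 3 SD, per screening run, cut at about 20% in these data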;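 also: signal is peak over basal fluorescence ratio across a 100 second FLIPR read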
CHO-K1 Ca antag = counter-screen for M1 antagonists: effect in parental CHO-K1 cells; ATP-induced calcium, Fluo-8 fluorescence; inhibition, % at 3 µM; 0.6% of 360,000 active; AID 602250;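 active = inhibition above a per-plate cutoff, the plate's mean sample inhibition plus 3 SD, cut at about 24% in these data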;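 also: 0% = DMSO plus EC80 ATP and 100% = DMSO alone without ATP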
OXTR potentiate = human OXTR potentiation; P30559; CHO-OTR cells, Fluo-8 calcium fluorescence, potentiator mode; 0% = oxytocin EC15, 100% = EC100; activation, % at 3 µM; 0.061% of 320,000 active;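 active = activation above that plate's cutoff, the mean activation of tested compounds plus 3 SD, cut at about 6.6% in these data, passing the limit was not always enough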;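 also: 100% uses oxytocin at 75 nM as the full agonist control; some results filed as inactive read as strong as hits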
Target sequence (P30559 whole entry, looked up): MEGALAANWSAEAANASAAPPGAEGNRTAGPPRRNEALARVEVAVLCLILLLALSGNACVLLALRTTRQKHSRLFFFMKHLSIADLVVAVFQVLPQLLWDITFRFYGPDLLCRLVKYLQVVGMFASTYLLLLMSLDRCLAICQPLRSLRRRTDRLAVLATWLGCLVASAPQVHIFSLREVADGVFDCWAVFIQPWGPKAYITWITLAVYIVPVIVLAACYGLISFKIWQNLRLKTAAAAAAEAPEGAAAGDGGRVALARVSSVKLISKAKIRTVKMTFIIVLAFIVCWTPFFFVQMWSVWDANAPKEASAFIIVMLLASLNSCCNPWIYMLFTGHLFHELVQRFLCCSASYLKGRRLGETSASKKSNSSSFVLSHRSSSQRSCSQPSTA
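Material: CHO-OTR cells, human receptor; compound dosing: single dose, 3.0 µM nominal final compound concentration; schedule: 6 min compound pre-incubation at room temperature, 100 s kinetic read; measured by: kinetic Fluo-8 calcium fluorescence; read-out basis: % activation vs EC15 and EC100 oxytocin; controls: EC15 oxytocin alone as 0%, 75 nM oxytocin as 100%; replicates: singlicate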
CHRM1 agonist = agonists of human M1 muscarinic receptor; P11229; CHO-K1 hM1, Fluo-8 calcium fluorescence, agonist mode; 0% DMSO, 100% acetylcholine EC100; activation, % at 3 µM; 0.33% of 360,000 active;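 active = activation above the run's mean compound activation plus 3 SD, cut at about 16% in these data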;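 also: peak over basal fluorescence ratio within a 140 s kinetic read after compound addition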
Target sequence (P11229 whole entry, looked up): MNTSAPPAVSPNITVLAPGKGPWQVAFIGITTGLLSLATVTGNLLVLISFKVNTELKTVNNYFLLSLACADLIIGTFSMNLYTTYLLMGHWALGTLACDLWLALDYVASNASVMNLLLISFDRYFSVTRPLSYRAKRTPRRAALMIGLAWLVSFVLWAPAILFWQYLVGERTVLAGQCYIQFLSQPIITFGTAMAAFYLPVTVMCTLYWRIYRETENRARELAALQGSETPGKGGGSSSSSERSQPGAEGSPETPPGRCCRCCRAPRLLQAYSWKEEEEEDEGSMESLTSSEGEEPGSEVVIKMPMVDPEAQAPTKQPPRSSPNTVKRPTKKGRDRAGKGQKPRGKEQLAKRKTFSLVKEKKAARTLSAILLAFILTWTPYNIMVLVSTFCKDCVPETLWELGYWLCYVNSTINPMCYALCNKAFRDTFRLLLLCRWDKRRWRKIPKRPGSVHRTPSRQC
CHO parental Ca = signal in parental CHO cells, OX1R antagonist counter-screen; AID 463079; 0.63% of 330,000 active; parental CHO-K1, ATP-induced calcium, Fluo-8 fluorescence; inhibition, % at 5.6 µM;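 active = inhibition above that plate's mean sample inhibition plus 3 SD, cut at about 26% in these data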;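 also: 0% = ATP-challenged DMSO wells and 100% = DMSO wells without ATP; some compounds past the cut are filed as inactive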
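material = parental CHO cells | also added = ATP as calcium-mobilizing challenge | dosing = single point at 5.6 µM | detection = intracellular calcium via Fluo-8 no-wash fluorescent dye | read-out = % inhibition | benchmarks = low control ATP plus DMSO, high control DMSO only | repeats = one well per compound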
M1 PAM parental = M1 PAM counterscreen hit in parental CHO-K1 cells | ATP EC20, Fluo-8 calcium fluorescence; 0% at ATP EC20, 100% at ATP max | activation, % at 3 µM | 0.02% of 360,000 active;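 active = activation above the run cutoff, the mean activation of all test compounds plus 3 SD, cut at about 40% in these data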;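 also: peak over basal fluorescence ratio in a 140 s read after ATP addition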
TAAR1 agonist = agonists of human TAAR1; activation, % at 3 µM; CHO RD-HGA16 TAAR1, Fluo-8 calcium fluorescence; vehicle wells 0%, saturating PEA agonist 100%; 0.99% of 360,000 active; Q96RJ0; AID 624467;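 active = activation above the mean activation of all test compounds in the run plus 3 SD, cut at about 38% in these data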
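Test system: RD-HGA16 (CHO) cells co-expressing Gα16 and hTAAR1; dosing: one-point dosing at 3 µM (nominal); timing: 17-24 h seeding, 75 min 37 °C dye, 30 min RT; signal: kinetic Fluo-8 calcium fluorescence; read-out basis: % activation relative to PEA EC100 response; controls: DMSO and PEA EC100; replicates: n 1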
TAAR1 antag = human TAAR1 antagonism; inhibition, % at 3 µM; Q96RJ0; AID 624466; CHO RD-HGA16 TAAR1, Fluo-8 calcium fluorescence, antagonist; 1.5% of 360,000 active;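 active = inhibition above a per-plate cutoff, the mean inhibition of test compounds on that plate plus 3 SD, cut at about 49% in these data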;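 also: 0% = DMSO plus EC80 beta-PEA response and 100% = DMSO alone without agonist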
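Test system – hTAAR1-expressing CHO RD-HGA16 cells, Gα16-coupled · Also added – β-PEA at EC80 concentration, post-compound challenge · Compound – 3 µM, single point · Incubation – dye loading 75 min at 37 °C, then 30 min room temperature · Measured by – Fluo-8 intracellular calcium dye fluorescence, real-time kinetic reads · Benchmarks – vehicle and agonist controls · Replicates – singlicate, one well per test compound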
CHO-K1 Ca ag = counter-screen for M1 agonists: effect in parental CHO-K1 cells. Fluo-8 calcium fluorescence; scaled to maximal ATP response, vehicle zero. activation, % at 3 µM. 0.48% of 360,000 active. AID 602248; in the data active = activation above about 15%;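 also: untransfected CHO-K1 host cells lacking M1 receptor as counterscreen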
The depositor's hits bear a star; x = not tested or not shown. Compounds were not picked by outcome; about 3.3% have a hit in one of these screens.

SMILES	V1R ag counter	CHO-K1 Ca antag	OXTR potentiate	CHRM1 agonist	CHO parental Ca	M1 PAM parental	TAAR1 agonist	TAAR1 antag	CHO-K1 Ca ag
Cc1cccn2c(=O)c(/C=N/O)c(N3CCOCC3)nc12	0.9	0.6	-21.5	-6.1	-7.6	4.8	10.3	0.8	3.4
Cc1ccc(C(=O)CCC(=O)Nc2ccc(Cl)c(S(=O)(=O)Nc3cccc(Cl)c3)c2)cc1	2.2	7.7	-5.2	-5.0	-17.3	-10.6	3.5	-8.9	-0.5
COCCN(C(=O)CSc1nncn1-c1ccccc1)c1c(N)n(Cc2ccccc2)c(=O)[nH]c1=O	0.7	5.2	-8.3	-0.9	-0.5	-7.8	0.5	0.9	0.2
CCN(CC(=O)Nc1c(F)cccc1F)C(=O)CCSc1ccc(F)cc1	0.7	15.5	-5.5	-2.0	-6.8	6.2	2.2	-5.6	7.5
Cc1cc2c(C)c(C)c(=O)[nH]c2cc1N	1.0	-9.5	-6.5	-2.2	-3.4	16.2	0.6	0.9	-0.4
Clc1nc(-c2ccccc2)cc(-c2ccc(Br)cc2)n1	1.6	-20.2	-0.7	-0.1	-10.9	5.9	x	x	0.5
CCCCCCn1c(CN2CCCCC2)nc2c1c(=O)n(C)c(=O)n2C	-1.4	-11.7	-5.4	-7.6	-12.4	6.4	-2.3	-22.4	-0.1
Cc1cc(Cl)ccc1C(=O)C1CCCN(C(=O)c2cscn2)C1 (configuration not stated)	0.6	-8.5	0.9	-5.6	2.3	-5.7	7.4	-37.9	1.1
C#CCOCCOCCOCCNc1nc(N2CCN(C(=O)Cn3cc(CC(C)O)nn3)CC2)nc(N2CCN(C(=O)Cn3cc(CC(C)O)nn3)CC2)n1 (configuration not stated)	0.4	-21.4	0.2	-2.8	-4.7	24.6	1.0	6.2	0.3
COc1ccc(Cc2c(C)nc(N)nc2Cl)cc1	0.3	7.5	-10.5	-3.0	-8.4	6.3	3.5	10.8	-0.1

Ten successive compounds out of the list so far:
SMILES	V1R ag counter	CHO-K1 Ca antag	OXTR potentiate	CHRM1 agonist	CHO parental Ca	M1 PAM parental	TAAR1 agonist	TAAR1 antag	CHO-K1 Ca ag
Cc1cccn2c(=O)c(/C=N/O)c(N3CCOCC3)nc12	0.9	0.6	-21.5	-6.1	-7.6	4.8	10.3	0.8	3.4
Cc1ccc(C(=O)CCC(=O)Nc2ccc(Cl)c(S(=O)(=O)Nc3cccc(Cl)c3)c2)cc1	2.2	7.7	-5.2	-5.0	-17.3	-10.6	3.5	-8.9	-0.5
COCCN(C(=O)CSc1nncn1-c1ccccc1)c1c(N)n(Cc2ccccc2)c(=O)[nH]c1=O	0.7	5.2	-8.3	-0.9	-0.5	-7.8	0.5	0.9	0.2
CCN(CC(=O)Nc1c(F)cccc1F)C(=O)CCSc1ccc(F)cc1	0.7	15.5	-5.5	-2.0	-6.8	6.2	2.2	-5.6	7.5
Cc1cc2c(C)c(C)c(=O)[nH]c2cc1N	1.0	-9.5	-6.5	-2.2	-3.4	16.2	0.6	0.9	-0.4
Clc1nc(-c2ccccc2)cc(-c2ccc(Br)cc2)n1	1.6	-20.2	-0.7	-0.1	-10.9	5.9	x	x	0.5
CCCCCCn1c(CN2CCCCC2)nc2c1c(=O)n(C)c(=O)n2C	-1.4	-11.7	-5.4	-7.6	-12.4	6.4	-2.3	-22.4	-0.1
Cc1cc(Cl)ccc1C(=O)C1CCCN(C(=O)c2cscn2)C1 (configuration not stated)	0.6	-8.5	0.9	-5.6	2.3	-5.7	7.4	-37.9	1.1
C#CCOCCOCCOCCNc1nc(N2CCN(C(=O)Cn3cc(CC(C)O)nn3)CC2)nc(N2CCN(C(=O)Cn3cc(CC(C)O)nn3)CC2)n1 (configuration not stated)	0.4	-21.4	0.2	-2.8	-4.7	24.6	1.0	6.2	0.3
COc1ccc(Cc2c(C)nc(N)nc2Cl)cc1	0.3	7.5	-10.5	-3.0	-8.4	6.3	3.5	10.8	-0.1

Continuation:
SMILES	V1R ag counter	CHO-K1 Ca antag	OXTR potentiate	CHRM1 agonist	CHO parental Ca	M1 PAM parental	TAAR1 agonist	TAAR1 antag	CHO-K1 Ca ag
CC(Oc1cc2oc(=O)c3c(c2cc1Cl)CCCC3)C(=O)NCCN1CCOCC1 (configuration not stated)	1.4	-12.6	-10.9	-4.3	-29.9	13.9	2.3	-15.3	1.1
O=C(COC(=O)c1cc[n+]([O-])cc1)Nc1cccc(Br)c1	x	-6.3	x	2.6	x	18.1	-0.1	-6.8	-0.2
Cc1ccc2nc(C3CCCCC3)c(Cc3cccc(F)c3)n2c1	x	13.4	x	-1.5	x	-6.1	13.6	-14.5	0.1
CCOc1ccc(N2C(=O)CC(NCCNc3ccc([N+](=O)[O-])cn3)C2=O)cc1 (configuration not stated)	-0.3	-2.7	-2.3	-3.6	-17.2	21.6	3.3	-16.6	0.1
COc1ccc(C(=O)NCCS(=O)(=O)N(C)C2CCCCC2)cc1	-0.3	-17.0	-1.2	-0.6	-5.1	-13.1	0.9	-16.1	1.6
COCc1ccc(-c2c(-c3cccc(OC)c3)sc3ccc(OC)cc23)cc1	1.2	-15.7	-3.9	-4.5	-18.0	4.6	3.4	12.9	0.4
COC(C(=O)N/N=C(\C)c1ccc(O)cc1)c1ccccc1 (configuration not stated)	1.2	-16.3	-3.0	-1.7	-4.9	23.9	0.3	5.2	1.3
COc1ccccc1NC(=O)NCC(=O)Nc1c(C)cccc1C	-0.6	-15.7	-6.9	-3.2	-24.4	10.4	0.8	14.3	0.9
CCN(C(=O)COC(=O)c1c2c(nc3ccccc13)CCC2)c1c(N)n(Cc2ccccc2)c(=O)[nH]c1=O	x	-23.0	x	-5.9	x	21.9	1.3	-1.0	2.2
Cc1ccc(S(=O)(=O)N2CCC(C(=O)C3C(=O)CCCC3=O)CC2)cc1	0.6	-2.5	3.9	-1.4	-23.6	19.9	3.0	18.5	5.9
CCOc1ncccc1C(=O)Nc1ccc2nc(C)sc2c1	0.3	-5.0	-4.0	-1.6	-5.7	4.9	-0.2	0.3	0.6
C/C=C/C(=O)N1CC2(CC(c3cccc(NC(=O)CC)c3)=NO2)C[C@H]1C(N)=O (some centres not stated)	1.0	-9.6	-9.6	0.0	-6.2	8.5	7.3	16.7	-0.3
CSc1ccc(NC(=O)CSc2nc3[nH]c(=O)cc(O)c3s2)cc1	0.6	-14.9	-0.3	-0.7	-4.4	22.9	10.0	-8.2	0.0
CCC1Oc2ccc(C)cc2N(CC(=O)NCCCN2CCOCC2)C1=O (configuration not stated)	0.1	-15.2	-5.3	-6.3	-10.8	18.2	1.9	3.6	1.1
O=C(N/N=C/c1ccccn1)c1cccc(S(=O)(=O)Nc2ccccc2Cl)c1	0.6	-11.2	-3.7	-4.3	-18.5	15.9	6.5	18.6	3.9
CN(C)S(=O)(=O)N1CCC(Oc2ccc(C(=O)N3C[C@@H]4CCC[C@H]3C4)cc2)CC1	8.3	-11.5	-10.4	2.7	-4.8	11.6	2.5	9.9	7.5
Cc1ccc(CN2CC(C(=O)N3CCN(S(=O)(=O)c4ccc(C)cc4C)CC3)CC2=O)cc1 (configuration not stated)	3.9	-9.7	-0.3	-3.7	-20.2	2.7	-0.2	1.6	2.7
Cc1ccc(S(=O)(=O)N(C)C)cc1NC(=O)COC(=O)/C=C/c1ccc2c(c1)OCO2	5.8	-16.1	-15.2	-2.6	-10.5	5.2	-0.4	10.8	7.0
CCNS(=O)(=O)c1ccc(CCC(=O)NCc2ccccc2)cc1	-0.6	10.0	-8.0	-5.4	5.2	2.1	15.2	-1.3	-0.5
Cc1nc(SCC(=O)N2CCN(C(=O)c3ccco3)CC2)c2c(C)c(C)sc2n1	0.3	1.5	-5.5	-5.3	-14.6	-3.7	0.8	3.0	-0.1
COC(=O)c1c(-c2cccs2)csc1NC(=O)CSc1ncnc2sc(C)c(C)c12	-0.5	-6.4	-8.5	-3.0	-14.7	12.0	11.4	16.0	0.2
COC(CSc1ncnc2c1oc1nc3c(cc12)COC(C)(C)C3)OC	3.8	-9.8	-10.5	-1.4	3.5	11.2	1.4	-17.7	0.3
Cc1ccccc1Oc1cc(-n2ncc(Cl)c(Cl)c2=O)ncn1	-1.0	4.1	-1.3	-7.9	19.7	20.7	-1.1	8.4	-0.5
COc1ccc(C(=O)CSc2nc(SC)ns2)cc1OC	2.4	-1.0	-12.3	-4.0	-22.4	5.0	5.0	4.2	1.1
C[C@H]1CN([C@@H](C)CO)C(=O)CCCn2nncc2CO[C@H]1CN(C)S(=O)(=O)c1ccc(Cl)cc1	x	0.5	x	-7.6	x	12.9	6.2	-9.7	0.6
CCn1c(Cc2ccccc2)nnc1SCc1ccc([N+](=O)[O-])cc1	-0.7	-8.4	-5.4	-8.8	-9.4	26.2	0.9	-11.6	1.1
O=C(C1=C[C@H](c2ccc3c(c2)OCO3)C[C@H](OCCCCO)O1)N1CCN(Cc2ccc3c(c2)OCO3)CC1	2.2	-4.9	-6.7	-4.7	-19.2	3.9	4.2	-8.2	1.7
COc1ccc(CC2(CO)CCN(Cc3cnn(-c4ccc(F)cc4)c3)CC2)cc1	11.1	-7.0	-6.1	-4.3	-5.7	22.3	-0.7	3.6	2.4
CCN(CC)c1ccc(S(=O)(=O)N2CCOCC2)cc1NC(=O)Cn1nc(C)c([N+](=O)[O-])c1C	0.3	0.8	-6.9	-6.7	-19.0	-16.9	5.4	9.8	1.0
CCn1nc(NC(C)=O)c2cc3ccc(C)cc3nc21	-0.1	-2.9	-2.5	-7.0	1.2	5.8	-1.6	7.3	4.5
CCOc1ccc2[nH]c3c(=O)n(CCC4=CCCCC4)cnc3c2c1	-0.1	-16.8	-9.8	-4.5	-6.3	24.3	-0.4	-30.1	1.0
CN(Cc1cn[nH]c1-c1ccc(-c2ccccc2)cc1)CC1CCOCC1	0.0	-2.0	-1.0	-5.3	1.5	21.4	-1.2	8.6	16.7*
O=C(c1cccc(F)c1)N1CCN(CC2CC3C=CC2C3)CC1 (configuration not stated)	0.0	-3.9	-6.2	-2.8	-1.2	15.3	0.6	-5.4	0.9
